# Source: PubChem BioAssay
# D3 ag – D3 dopamine receptor (human) agonism; AID 652048; D3R DiscoveRx beta-arrestin cells, luminescence, 90 min; max activation, %; hit rate 0.58% among 410,000; P35462; in the data active = max activation above about 30%; also: 0% is about no effect; mostly tested at two doses, the higher about 12 µM
#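 Agonist mode: compounds and dopamine controls were applied to plated cells for 90 min at 37 degrees C after an overnight attachment at 1500 cells/well. Luminescent read-out followed 30 - 60 minutes at room temperature with DiscoveRx detection reagent.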
# D3 antag – D3 dopamine receptor (human) antagonism; hit rate 2.5% among 360,000; D3R cells, DiscoveRx beta-arrestin luminescence, antagonist mode; active compounds read low; AID 652054; P35462; max response, negative = inhibition, %; in the data active = max response below about -50%; inconclusive = no clear call, values can overlap the other calls; also: % is scaled to controls: 0 for no effect and ±100 for the full control effect; mostly tested at two doses, the higher about 12 µM
#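 Cells expressing the human receptor were seeded at 1500 cells/well, incubated overnight at 37 degrees C in 5% CO2, then exposed to library compounds with dopamine controls for 90 minutes at 37 degrees C before luminescent detection.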
# HEK293 tox – cytotoxicity in counter-screen for GLP-1R inverse agonists; HEK293 cAMP-luciferase reporter cells, luminescence, 24 h; Potency, µM (top dose mostly 38.3 µM), inactives show at the top dose activity change, negative = inhibition, usual class: inhibitors; hit rate 0.13% among 410,000; AID 624418;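 also: loss of luciferase light is scored as toxicity; potency is read from the fitted curve at half-maximal effect; % is scaled to controls: 0 for no effect and ±100 for the full control effect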
#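 To flag toxic compounds, the library was rerun on cells for 24 hr at 37 deg C and 5% CO2. Viability-linked luminescence was captured 12 min after adding luciferase detection reagent.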
# KB-V1 MDR tox – kills drug-selected multidrug resistant KB-V1 cells; KB-V1 MDR cells viability, CellTiter-Glo, 72 h; Potency, µM (top dose mostly 46.1 µM), for inactives: at the highest dose activity change, negative = cytotoxicity, most hits filed as cytotoxic; hit rate 3.4% among 400,000; also: potency is read from the fitted curve at half-maximal effect; % is scaled to controls: 0 for no effect and ±100 for the full control effect; nearly all actives have a fitted effect of over 60% in size
#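 Cells of the MDR subline KB-V1 are plated, dosed with compound at multiple concentrations, and incubated 72 h at 37 degrees C; CellTiter-Glo is then added and luminescence read after 10 min.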
# PTHR1 ag – activates the human parathyroid hormone receptor PTHR1; HEK293 GP2 PTHR1 cells, GloSensor cAMP luminescence, 1 h; AID 743266; Potency, µM (top dose mostly 115 µM), for the others: at the top dose activation, usual class: activators; hit rate 0.075% among 410,000; also: potency is read from the fitted curve at half-maximal effect; nearly all actives have a fitted effect of over 55% in size; some results filed as inactive show a strong effect at the top dose; inactives centre near -15; many of its hits are not listed in these tables
# Target sequence (Q03431 whole entry, looked up): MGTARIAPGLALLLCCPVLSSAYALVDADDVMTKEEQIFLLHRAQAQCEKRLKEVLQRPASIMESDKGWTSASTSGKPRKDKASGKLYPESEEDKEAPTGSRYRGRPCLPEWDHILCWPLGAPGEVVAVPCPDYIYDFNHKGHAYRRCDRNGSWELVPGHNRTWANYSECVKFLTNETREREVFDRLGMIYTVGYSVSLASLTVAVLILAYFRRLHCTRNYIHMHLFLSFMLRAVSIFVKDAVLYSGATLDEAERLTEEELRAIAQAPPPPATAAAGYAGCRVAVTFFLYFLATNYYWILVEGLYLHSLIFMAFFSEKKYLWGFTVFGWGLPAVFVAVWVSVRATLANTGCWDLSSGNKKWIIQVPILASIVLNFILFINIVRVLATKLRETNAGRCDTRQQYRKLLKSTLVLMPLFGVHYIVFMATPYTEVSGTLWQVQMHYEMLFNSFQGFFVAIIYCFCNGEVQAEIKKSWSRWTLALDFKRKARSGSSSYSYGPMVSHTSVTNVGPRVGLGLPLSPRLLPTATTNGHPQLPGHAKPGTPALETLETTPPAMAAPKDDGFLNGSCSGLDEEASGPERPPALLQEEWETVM
#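 HEK-293-derived GP2 cells expressing PTHR1 and a GloSensor cAMP reporter, 3,000/well, plated overnight, given luciferin plus IBMX (each 0.5 mM as added) for 1 h at 37 °C, then compound for 1 h at 37 °C. Luminescence was read after 15 min at room temperature.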
# GLP-1R agonist – activates the human GLP-1 receptor. HEK293 GLP-1R CRE-luciferase, luminescence, 4-6 h; cells express a hypersensitive GLP-1R form. Potency, µM (highest dose often 45.6 µM), for inactives: at the highest dose activation, actives largely listed as activators. hit rate 0.007% among 380,000. AID 624172; also: potency is read from the fitted curve at half-maximal effect; % of control where 0% means no effect
# Target sequence (P43220 whole entry, looked up): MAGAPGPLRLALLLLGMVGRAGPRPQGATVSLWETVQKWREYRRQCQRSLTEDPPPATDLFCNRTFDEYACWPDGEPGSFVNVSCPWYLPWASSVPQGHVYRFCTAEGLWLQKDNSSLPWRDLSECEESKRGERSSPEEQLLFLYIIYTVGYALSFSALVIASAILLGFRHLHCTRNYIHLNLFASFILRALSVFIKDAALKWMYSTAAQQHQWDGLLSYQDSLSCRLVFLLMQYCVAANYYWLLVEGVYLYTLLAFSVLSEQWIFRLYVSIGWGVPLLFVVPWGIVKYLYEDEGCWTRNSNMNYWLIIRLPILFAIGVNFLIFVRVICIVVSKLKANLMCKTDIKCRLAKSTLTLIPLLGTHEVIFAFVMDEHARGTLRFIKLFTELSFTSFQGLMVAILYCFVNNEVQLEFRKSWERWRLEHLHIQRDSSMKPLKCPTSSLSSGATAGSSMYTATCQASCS
# GLP-1R inv ag – inverse agonists of human GLP-1 receptor; HEK293 GLP-1R CRE-luciferase, luminescence, 24 h; GLP-1R form is constitutively active; hit rate 1.6% among 410,000; Potency, µM (doses to about 38.3 µM), for inactives: at the top dose activity change, negative = inhibition, actives largely listed as inhibitors; also: potency is read from the fitted curve at half-maximal effect; % is scaled to controls: 0 for no effect and ±100 for the full control effect; nearly all actives have a fitted effect of over 55% in size
#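 Stable HEK293 clone (constitutively active GLP-1R + cAMP-response luciferase); 200 cells/uL plated, 12 h pre-culture, compound 24 hr, 37 deg C/5% CO2; detection reagent 12 min RT; luminescence.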
# aSyn yeast inh – alpha-synuclein toxicity inhibition in yeast. Yeast expressing alpha-synuclein, growth rescue, BacTiter-Glo, 24 h. Potency, µM (titrated, usually from 46.1 µM), inactives show at the highest dose growth rescue (activation), hits mostly activators. hit rate 0.14% among 370,000; also: potency is read from the fitted curve at half-maximal effect; % of control where 0% means no effect; nearly all actives have a fitted effect of over 65% in size
#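 Readout is rescue of growth in alpha-synuclein-expressing yeast, so inhibitors of toxicity appear as activators. Growth after 24 hr at 30 deg C in galactose medium is quantified by luminescence.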
# TDP43 rescue – rescues yeast growth from TDP-43 toxicity; TDP-43 expressing yeast growth rescue, BacTiter-Glo, 24 h; Potency, µM (top dose mostly 46.1 µM), without a hit: at the highest dose growth rescue (activation), hits mostly activators; hit rate 1.8% among 410,000; AID 652104; also: potency is read from the fitted curve at half-maximal effect; % of control where 0% means no effect; nearly all actives have a fitted effect of over 50% in size
#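 In this qHTS, compounds that restore growth of yeast expressing TDP-43 appear as activators. Cells (OD600=0.02, galactose medium, raffinose-pregrown) are incubated with compound 24 hr at 30 deg C and growth is quantified by BacTiter-Glo.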
# * marks the source's active call; other numbers are inactive results; i = inactive; ? = inconclusive; . = no result given; & = joins results of further samples; [ ] = remark or other dose. Unless noted, calls follow the shape of the dose curve; as a rule, active = well fitted curve in the direction sought with a large enough effect; inconclusive = small, poorly fitted or top-dose-only effect, or another doubt; inactive = no such curve, though single readings can be large; an effect the other way counts as inactive or inconclusive.
SMILES,D3 ag,D3 antag,HEK293 tox,KB-V1 MDR tox,PTHR1 ag,GLP-1R agonist,GLP-1R inv ag,aSyn yeast inh,TDP43 rescue
O=C(Nc1nnc([C@H]2C[C@H](O)[C@@H](CO)O2)s1)Nc1ccccc1Oc1ccccc1,-6,?,4%,6%,-25%,-7%,-3%,-4%,17%
Cc1cc(NC(=O)CCC(=O)N(CC(=O)NCC2CCCO2)c2ccc(C(C)C)cc2)no1 (stereo not given),-15,-18,5%,-10%,-60%[inhibitor],8%,-5%,-4%,-9%
CCN(CC)c1ccc(/C=C/c2cc(-c3ccccc3)c3ccccc3n2)cc1,5,5,.,4%,-3%,-3%,?,12%,13%
CCOc1cccc(-c2nnc3sc(-c4cccs4)nn23)c1,-8,7,4%,5.2µM*,-18%[57.5 µM],0%,0%,5%,21%
N#CC1(NC(=O)CN2CCN(S(=O)(=O)c3ccccc3F)CC2)CCCC1,2,11,-4%,?,i,-2%,3%,3%,15%
COc1cc(/C=C(\C#N)C(=O)NCC2CCCO2)cc(OC)c1OC (stereo not given),4,4,-8%,?,i,9%,14%,6%,10%
COc1ccc(C2C(=O)N(C3CCCCC3)CC(=O)N2CCC2=CCCCC2)cc1 (stereo not given),-36,.,25%,.,i,.,19%,.,0%
COC(=O)[C@]12CCCCC=C1N(Cc1ccc(Cl)cc1Cl)C(=O)[C@H](CC(=O)NCc1cccs1)C2,0,1,-2%,19%,i,0%,?,?,23%
Cc1c(/C(O)=C2/C(=O)C(=O)N(CCN3CCOCC3)C2c2ccco2)cnn1-c1ccccc1 (stereo not given),0,-8,-4%,2%,-26%,-10%,-58%,-5%,5%
O=C(CSc1nnnn1C1CCCC1)N1CCCc2ccccc21,-18,-17,28%,?,-33%[inhibitor],19%,?,1%,-7%
CCOC(=O)Cn1cnc2c(cnn2-c2ccc(C)c(C)c2)c1=O,8,.,1%,0%,-28%,.,-1%,.,?
CCc1ccc(C(=O)Cn2ccsc2=N)cc1,-6,-9,10%,18µM*,-90%[inhibitor],1%,?,-20%,-23%
CCN(C(=O)c1cn(C)c(=O)c2ccccc12)c1ccccc1F,4,16,-1%,-2%,-14%,1%,-15%,-2%,13%
COc1ccc(CN2C[C@H](Cc3ccccc3)[C@@H](CC(=O)Nc3ccccc3)C2=O)cc1,-16,-7,-4%,?,-33%[inhibitor],14%,8.9µM*,0%,20%
COc1ccc(OC)c(-n2c(=S)[nH]c3c(sc(=S)n3-c3ccccc3)c2=O)c1,2,20,0%,11%,i,-4%,10%,1%,.
CCCCc1nc2ccccc2c(=O)n1NC(=O)c1c(O)c2c(n(CC(C)C)c1=O)CCCC2,-2,-15,-14%,2.6µM*,i,-1%,-8%,1%,1%
O=C(O)C1=C[C@@H](C2CC2)C[C@@H](OCCCCO)O1,16,9,4%,-8%,i,0%,11%,0%,?
CCCOc1ccc(N2C(=O)CC(N(Cc3ccco3)C(C)=O)C2=O)cc1 (stereo not given),-1,1,4%,0%,i,3%,-19%,-2%,7%
O=S(=O)(O)c1nnc2sc3ccccc3n12,-5,19,-5%,14%,-4%[57.5 µM],-4%,-10%,8%,7%
COc1ccc(N2CCN(Cc3cc(=O)c(OCC(=O)NC4CCCC4)co3)CC2)cc1,0,1,8%,0%,-15%,-9%,9%,-7%,18%
O=C1CCCc2[nH]nc(-c3cccnc3)c21,-2,7,3%,-1%,-4%[57.5 µM],-1%,3%,-5%,21%
Cc1ccc(NC(=O)CCCNC(=O)c2ccc(Cl)cc2)cc1S(=O)(=O)N1CCCCC1,-14,-18,15%,-13%,-44%[inhibitor],4%,-1%,-2%,-6%
c1ccc(OCCSc2nnnn2C2CCCCC2)cc1,2,?,8%,?,-8%,4%,?,1%,12%
O=C(Nc1ccccc1)N1CCCC(CNS(=O)(=O)Cc2ccccc2)C1 (stereo not given),4,0,-3%,-1%,-2%,4%,-16%,0%,-6%
COc1ccc(NC(=O)CN(C)C(=O)c2ccc(S(=O)(=O)Nc3ccccc3C)cc2)cc1,-4,-1,-5%,1%,i,-4%,-27%,2%,19%
COc1ccccc1CN1CC(C(=O)N(C)Cc2ccncc2C)CCC1=O (stereo not given),-4,-5,8%,-4%,-24%,-7%,12%,-1%,3%
Cc1nn(C/C(C#N)=N\O)c(C)[n+]1N,2,-3,15%,15%,?,3%,0%,0%,-4%
CCc1cc2cc(C)ccc2nc1SCC(=O)NC1CCCC1,-6,3,-6%,?,-23%,5%,?,?,-11%
Cc1csc(=O)n1CC(=O)OCC(=O)Nc1cc([N+](=O)[O-])ccc1Cl,-1,-7,-7%,15%,-4%,-3%,20%,-1%,-1%
C=CCn1c(-c2oc3nc(-c4ccccc4)cc(-c4ccccc4)c3c2N)n[nH]c1=S,-12,?,48%[activator],9.2µM*,-10%,6%,6%,5%,?
Cc1ccc(CNC(=O)Nc2ccccc2)n1C,11,-20,-1%,-1%,-25%,11%,1%,0%,-10%
O=C(O)CCNC(=O)COc1ccc2c3c(c(=O)oc2c1)CCCC3,-2,6,-5%,?,-27%,0%,1%,0%,15%
CC(C)(C)c1nnc(NS(C)(=O)=O)s1,-10,-9,13%,-3%,i,4%,8%,-10%,-14%
COC(=O)C(OC(=O)c1ccccc1)C(C)Br (stereo not given),2,-15,2%,?,-24%,2%,4%,7%,16%
Nc1ccc(OCCCc2c(N)nc(N)nc2N)cc1,2,23,-2%,0%,-12%,0%,19%,?,?
Cc1nc2nc(-c3ccccc3)cn2nc1C,3,19,i,21µM*,-75%[inhibitor][57.5 µM],-2%,?,-18%,-16%
O=C(Cn1cnc(S(=O)(=O)N2CCCC2)c1)Nc1ccccc1,-9&1,-17,-1%&-7%,?,11%,2%,17%&-1%,-2%,-18%&18%
Cc1ccc(Nc2nc(-c3c(C)nc4ccccn34)cs2)cc1,7,13,-36%,0.16µM*,-36%[inhibitor],5%,-73%,-12%,0%
CCCCN(Cc1ccccc1)S(=O)(=O)c1ccc2c(c1)n(C)c(=O)c(=O)n2C,0,-7,-5%,3%,-9%,-3%,7%,-2%,1%
COc1ccc(C2/C(=C(/O)c3ccccc3)C(=O)C(=O)N2c2ccccn2)cc1OC (stereo not given),10,3,7%,2%,-12%,0%,10%,1%,-23%
COc1ccccc1C(=O)COC(=O)Cn1nc(C)c([N+](=O)[O-])c1C,3,-10,14%,11%,i,-4%,18%,1%,28%
CCCCN(CC)CCNC(=O)CN1C(=O)COc2ccc(S(=O)(=O)N3CCOCC3)cc21,-3,.,4%,?,-22%,0%,5%,.,11%
CNc1oc(C)nc1S(=O)(=O)c1ccccc1,0,?,-3%,5%,i,3%,2%,-4%,-20%
CN(C)CCCNC(=S)N1CCn2c(nc3ccccc32)C1,-30,-21,-1%,-2%,i,5%,-12%,1%,1%
O=C(NCCCO)/C(=C/c1ccc(-c2cccc([N+](=O)[O-])c2)o1)NC(=O)c1ccccc1,4,7,8%,8%,-25%,9%,3%,4%,15%[9.22 µM]
Cc1cccc(OCCN2C(=O)c3ccccc3C2=O)c1,-3,7,-5%,?,-14%,-3%,18%,?,?
CC1=C(C(=O)Nc2ccccc2)C(CC(C)C)n2nc(SCc3ccccc3C)nc2N1 (stereo not given),2,.,-8%,15%,-5%,-2%,-15%,.,19%
COc1ccc(CNC(=O)C(c2ccco2)N(C(=O)CNS(=O)(=O)c2ccccc2)c2ccccc2C)cc1 (stereo not given),3,8,-4%,-22%,i,0%,?,-1%,-12%
O=C(COC(=O)c1n[nH]c2ccccc12)NC1CCCCC1,-1,13,7%,25%,i,4%,11%,2%,20%
COc1ccc(F)c(CN(C)CC2CCCN(CCc3ccc(F)cc3)C2)c1 (stereo not given),-20,8,-21%,?,-9%,26%,?,1%,-21%[1.82 µM]

# Among those listed so far, 7 have a halogen.
SMILES,D3 ag,D3 antag,HEK293 tox,KB-V1 MDR tox,PTHR1 ag,GLP-1R agonist,GLP-1R inv ag,aSyn yeast inh,TDP43 rescue
N#CC1(NC(=O)CN2CCN(S(=O)(=O)c3ccccc3F)CC2)CCCC1,2,11,-4%,?,i,-2%,3%,3%,15%
COC(=O)[C@]12CCCCC=C1N(Cc1ccc(Cl)cc1Cl)C(=O)[C@H](CC(=O)NCc1cccs1)C2,0,1,-2%,19%,i,0%,?,?,23%
CCN(C(=O)c1cn(C)c(=O)c2ccccc12)c1ccccc1F,4,16,-1%,-2%,-14%,1%,-15%,-2%,13%
Cc1ccc(NC(=O)CCCNC(=O)c2ccc(Cl)cc2)cc1S(=O)(=O)N1CCCCC1,-14,-18,15%,-13%,-44%[inhibitor],4%,-1%,-2%,-6%
Cc1csc(=O)n1CC(=O)OCC(=O)Nc1cc([N+](=O)[O-])ccc1Cl,-1,-7,-7%,15%,-4%,-3%,20%,-1%,-1%
COC(=O)C(OC(=O)c1ccccc1)C(C)Br (stereo not given),2,-15,2%,?,-24%,2%,4%,7%,16%
COc1ccc(F)c(CN(C)CC2CCCN(CCc3ccc(F)cc3)C2)c1 (stereo not given),-20,8,-21%,?,-9%,26%,?,1%,-21%[1.82 µM]

# A portion of the library; rates above refer to the full screens.
